# KCNQ2 inh: KCNQ2 channel blockers in CHO-K1 cells – cell-based, FluxOR thallium flux, B-score, primary screen (AID 2156); 20 min; stronger effect = lower value; B-score at 10 µM; O88943; 1.1% of 310,000 active;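 active = fluorescence ratio B-score at most minus 3 library SDs, with starting brightness B-score within 2 library SDs, cut at about -5.5 in these data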
# Target sequence (O88943 whole entry, looked up): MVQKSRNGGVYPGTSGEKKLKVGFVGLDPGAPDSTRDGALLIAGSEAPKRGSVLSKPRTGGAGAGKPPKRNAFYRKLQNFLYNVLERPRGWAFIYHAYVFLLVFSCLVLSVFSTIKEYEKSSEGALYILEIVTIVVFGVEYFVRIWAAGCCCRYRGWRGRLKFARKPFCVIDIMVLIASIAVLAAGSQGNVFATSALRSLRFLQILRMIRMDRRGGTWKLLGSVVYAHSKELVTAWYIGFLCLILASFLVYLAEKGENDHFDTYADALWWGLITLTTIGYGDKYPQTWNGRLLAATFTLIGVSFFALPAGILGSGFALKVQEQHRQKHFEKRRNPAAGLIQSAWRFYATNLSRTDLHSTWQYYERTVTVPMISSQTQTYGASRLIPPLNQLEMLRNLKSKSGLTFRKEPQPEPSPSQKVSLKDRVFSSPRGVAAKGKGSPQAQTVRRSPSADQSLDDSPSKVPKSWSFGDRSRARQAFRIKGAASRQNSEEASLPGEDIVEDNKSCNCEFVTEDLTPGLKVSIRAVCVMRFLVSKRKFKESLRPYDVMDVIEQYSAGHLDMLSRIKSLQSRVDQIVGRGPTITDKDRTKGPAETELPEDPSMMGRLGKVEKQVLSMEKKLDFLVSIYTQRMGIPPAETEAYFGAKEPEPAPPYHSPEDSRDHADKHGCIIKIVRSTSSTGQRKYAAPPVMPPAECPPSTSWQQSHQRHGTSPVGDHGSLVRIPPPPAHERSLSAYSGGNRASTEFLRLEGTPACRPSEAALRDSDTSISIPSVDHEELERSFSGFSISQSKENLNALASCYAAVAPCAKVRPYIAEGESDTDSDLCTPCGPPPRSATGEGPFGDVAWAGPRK
# Kir21 inh: blocks the mouse Kir2.1 inward-rectifier potassium channel | P35561 | HEK293-Kir2.1, FluxOR thallium flux fluorescence; stronger effect = lower value | B-score at 10 µM | 0.85% of 310,000 active;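 active = fluorescence ratio B-score at or below minus 3 SD of library scores, with starting-brightness B-score within 2 SD, cut at about -4.2 in these data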;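 note: channel flux triggered by added potassium and thallium sulfate stimulus; B-score of peak minus minimum fluorescence over baseline after thallium stimulus; more negative B-score means stronger Kir2.1 block with less thallium influx; some compounds called inactive have numbers as strong as hits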
# An asterisk follows results filed as active; i = inactive. Not a hit list; 1.8% or so of the library scored in one or more.
KCNQ2 inh | Kir21 inh | Structure
i | -0.02 | COC(=O)c1c(C(=O)OC)c(-c2ccccc2)n2c1CCC2
i | 0.09 | O=C1CN2NC(=S)N(c3ccc(Cl)cc3)C2=CN1c1ccc(Cl)cc1
i | -0.63 | CCc1c(C)nc(SCC(=O)N2C(C)CCCC2C)[nH]c1=O (stereo not drawn)
i | -1.03 | COC(=O)/C(=C\Nc1cccc(Cl)c1C)c1ncc(C(F)(F)F)cc1Cl
i | 0.04 | CC(=O)N1CCN(c2ccc(NC(=O)c3cccc(C)c3)cc2)CC1
i | -0.64 | CSc1nncn1/N=C/c1ccc2c(c1)OCO2
i | 1.36 | CCCc1c(O)nc(SCCN(CC)CC)[nH]c1=O
i | 0.2 | OCCNc1nc(NCCC2=CCCCC2)nc(N2CCOCC2)n1
i | -0.1 | Cc1cc(O)cc(O)c1C=NCc1ccco1
i | 0.02 | CSc1nc2cc(Oc3cccc(Cl)c3Cl)c(Cl)cc2[nH]1
i | -1.98 | CCN(CC)C(=O)C(=O)Nc1cc(C(F)(F)F)ccc1Cl
i | 0.8 | CCCCNC(=O)CS(=O)Cc1nc(-c2cccc(Cl)c2)oc1C (stereo not drawn)
i | -0.64 | COc1cc(/C=C2\N=C(c3c(-c4ccccc4)noc3C)OC2=O)ccc1OC(C)=O
i | 2.05 | CCOCCOC(=O)c1ccc(NC(=O)c2cc(OC)c(OC)c(OC)c2Br)cc1
i | 0.02 | N#Cc1c2c(c(NCc3ccco3)n3c1nc1ccccc13)CCC2
i | -0.06 | CCCCNC(=O)N1CCN(Cc2cccc(F)c2)CC1
i | 2.88 | O=C(COC(=O)c1ccccc1-c1ccccc1[N+](=O)[O-])c1ccccc1
i | -5.69 | CC(=O)N/N=C/c1cc(C(C)(C)C)cc(/C=N/NC(C)=O)c1O
i | -0.15 | O=C(O)CC(CC(=O)Nc1nncs1)c1ccccc1 (stereo not drawn)
i | 0.05 | C=CCn1c(SCC(=O)N2CCCCC2)nnc1-c1ccncc1
i | 2.05 | Cc1ccccc1NS(=O)(=O)c1nnc(NC(=O)CC(C)C)s1
i | -0.63 | COc1ccc(N2C(=O)CSC2c2ccc3c(c2)OCO3)c(OC)c1 (stereo not drawn)
i | -1.08 | CCN(CC)/C(Sc1ccccc1)=C(\C(Cl)=C(Cl)Cl)[N+](=O)[O-]
i | 0.02 | CCOC(=O)c1c(NC(=O)c2ccc(N3C(=O)[C@@H]4[C@H](C3=O)[C@H]3C=C[C@@H]4C3)cc2)sc2c1CC(C)CC2 (stereo partly drawn)
i | -2.37 | COc1cccc(NS(=O)(=O)c2ccc3c(c2)N(C(C)=O)CCS3)c1
i | -0.63 | COC(=O)CCC(=O)NNC(=O)c1ccc(Br)cc1
-5.65* | -2.75 | CC(=O)N(C1=C(Cl)C(=O)c2ccccc2C1=O)C1CCCCC1
i | -0.85 | Cc1cc([N+](=O)[O-])ccc1NC1CCCC1
i | 0.06 | CCOc1ccc(C(=O)C(C)OC(=O)Cn2[nH]c(=O)c3ccccc3c2=O)cc1 (stereo not drawn)
i | 0.38 | Nc1ccccc1C#Cc1cnccn1
i | 2.21 | CC(=O)NC1=NN(C(C)=O)C(C)(CC(=O)OC(C)(C)C)S1 (stereo not drawn)
i | -0.42 | COc1cccc(N=C2C(=O)N3CCCc4cccc2c43)c1
i | 0.13 | O=C(NCc1ccc(F)cc1)c1ccc(CS(=O)(=O)c2ccc(Br)cc2)o1
i | 1.46 | CCN1C(=O)C2C(c3cccc(F)c3)NC(C)(C(=O)OC)C2C1=O (stereo not drawn)
i | 2.02 | Cc1ccsc1C(=O)NNC(=S)NC1CCCCC1
i | 0.07 | COc1cccc2c1cc1c(=O)n(CC(=O)NCCCN3CCN(C)CC3)nc(C)n12
i | 0.43 | Cc1ccc2nc(SCC(=O)NCc3ccco3)c(C)cc2c1
i | 1.29 | Nc1ccc2nc(-c3cccs3)[nH]c2c1
i | 1.11 | Cc1csc(NC(=O)CSc2nc(C)cs2)n1
i | -0.95 | COc1ccc(CNC(=O)CSc2nc3ccc(C)cc3[nH]2)cc1
i | -0.78 | C=CCNCc1ccc(C(=O)NCCCCCCC)cc1[N+](=O)[O-]
i | -1.37 | COc1ccc(-c2noc(CCCOc3ccc(Cl)cc3Cl)n2)cc1
i | 0.71 | CC1(C)CC(=O)c2cnc(NCC3CCCO3)nc2C1 (stereo not drawn)
i | -0.53 | Cn1nc([N+](=O)[O-])nc1Oc1ccccc1F
i | -0.67 | Cc1ccccc1S(=O)(=O)Oc1ccc2ccc(O)cc2c1
i | 0.02 | Cc1noc2ncnc(Sc3ccccc3Cl)c12
i | -0.01 | CC(C)NCC(=O)NC12CC3CC(CC(C3)C1)C2
i | 1.17 | O=C(c1cc2ccccc2o1)N1CCN(c2cccc(Cl)c2)CC1

# Shown with two lines to a compound: 4 of the compounds above
# The line under a structure holds: KCNQ2 inh	Kir21 inh
> Cc1ccccc1S(=O)(=O)Oc1ccc2ccc(O)cc2c1
 : i	-0.67
> Cc1noc2ncnc(Sc3ccccc3Cl)c12
 : i	0.02
> CC(C)NCC(=O)NC12CC3CC(CC(C3)C1)C2
 : i	-0.01
> O=C(c1cc2ccccc2o1)N1CCN(c2cccc(Cl)c2)CC1
 : i	1.17

# Following part
KCNQ2 inh | Kir21 inh | Structure
i | -1.93 | Cc1ccc2c(C)c(C(=O)Nc3nnc(C)s3)oc2c1
i | -0.36 | CCn1cc(C(=O)NCCCOC)c2cc(OC)c(OC)cc2c1=O
i | -2.17 | CCC(C)(C)NC(=O)C(c1ccc(C)cc1)N(CCN1CCOCC1)C(=O)CNC(=O)c1cccs1 (stereo not drawn)
i | -0.86 | CCc1ccc(NC(=O)c2ccc(NC(=O)C3CCCO3)cc2)cc1 (stereo not drawn)
i | -1.08 | CCOc1cc(-c2noc(CCC(=O)NC3CCCCC3)n2)ccc1OC
i | 0.28 | Cc1ccc(C(=O)NCCc2ccc(S(N)(=O)=O)cc2)o1
i | -3.01 | COc1ccc(S(=O)(=O)NCc2ccc(C(=O)NCCCN3CC(C)CC(C)C3)cc2)cc1 (stereo not drawn)
i | 2.09 | CCCSc1nc2c(cnn2-c2ccc(Cl)cc2)c(=O)[nH]1
i | -1.04 | N=C1C(c2ccccc2)=C(O)CN1c1cccc(S(=O)(=O)N2CCCCC2)c1
i | 0.06 | CCN1C(=O)/C(=C\N2CCCc3ccccc32)SC1=S
i | 1.29 | Cc1ccc2[nH]c3c(=O)n(CCN4CCOCC4)cnc3c2c1
i | -1.58 | Cc1ccc(S(=O)(=O)N2CCN(C)CC2)cc1[N+](=O)[O-]
i | 0.07 | O=C(COc1ccccc1)N1CCN(S(=O)(=O)Cc2ccccc2)CC1
i | -0.37 | CC(=O)c1cccc(NC(=O)Nc2cnn(Cc3ccc(Cl)cc3Cl)c2)c1
i | -0.05 | CCOc1ccc2nc(SCC(=O)NC3CCCc4ccccc43)sc2c1 (stereo not drawn)
i | -1.89 | COc1ccc(/C=N/NC(=O)CCn2c3ccccc3c3ccccc32)cc1OC
i | 0 | Cc1ccc(C2=NN(S(=O)(=O)c3ccccc3)C(c3ccccc3O)C2)cc1 (stereo not drawn)
i | 2.14 | CCC(C)N1CC(C(=O)O)CC1=O (stereo not drawn)
i | -0.69 | Cn1cnnc1SCNC(=O)C(F)(F)F
i | 0.75 | O=C(COc1ccc(S(=O)(=O)N2CCCC2)cc1)N1CCCC1
i | -1.35 | Cc1ccc2nc3sc(C(=O)NCc4ccco4)c(N)c3cc2c1
i | -0.52 | CCCCCCCCCCCCC/C=C/[C@@H](O)[C@@H](N)CO
i | -0.02 | O=C(O)c1sccc1OCc1ccccc1
i | 0.08 | O=C(c1ccc(-c2cccc(Cl)c2)o1)N1CCN(c2ccc([N+](=O)[O-])cc2)CC1

# Record cards, as listed above. Screens in order: KCNQ2 inh	Kir21 inh
# Results for Cn1cnnc1SCNC(=O)C(F)(F)F → i	-0.69
# Results for CC(=O)c1cccc(NC(=O)Nc2cnn(Cc3ccc(Cl)cc3Cl)c2)c1 → i	-0.37
# Results for CCCCCCCCCCCCC/C=C/[C@@H](O)[C@@H](N)CO → i	-0.52

# Next results.
KCNQ2 inh | Kir21 inh | Structure
i | 1.36 | O=C(NCCC1=CCCCC1)c1ccc(Cl)c(S(=O)(=O)Nc2ccccc2)c1
i | 0.18 | O=C1NC2=C(CCc3ccccc32)C(c2ccccc2)N1 (stereo not drawn)
i | 0.72 | COc1cccc(/C(N)=N/OC(=O)Cc2ccccc2[N+](=O)[O-])c1
i | 0.35 | CCCCNC(=O)C1CCC(CNc2nc(=S)[nH]c3ccccc23)CC1 (stereo not drawn)
i | 3.55 | C=C(c1ccc(OCCO)cc1)c1ccc(OCCO)cc1
i | -0.14 | CC1CCN(Cc2ccc(-c3nnn(CC(=O)Nc4ccccc4Cl)n3)cc2)CC1
i | -0.44 | Cn1cc(C2N3CC4(C)CN2CC(C)(C3)C4=O)c2ccccc21 (stereo not drawn)
i | 0.15 | Cc1c(C#N)c(N=CN(C)C)c(C(=O)c2ccc(Br)cc2)n1-c1ccc(Cl)cc1
i | 0.01 | COC(=O)c1cc(CNC(=O)Cc2ccsc2)ccc1OC
i | 0.89 | Cc1ccc(C(=O)c2cncc(Br)c2)cc1
i | 0.04 | CCn1c(CNC(=O)Cc2ccc(OC)cc2)nnc1SCC(=O)Nc1nccs1
i | 1.23 | CC1(C)C2CCC1(CS(=O)(=O)NCc1ccc(C(=O)O)cc1)C(=O)C2 (stereo not drawn)

# The list goes on; the last four above are carried over.
KCNQ2 inh | Kir21 inh | Structure
i | 0.01 | COC(=O)c1cc(CNC(=O)Cc2ccsc2)ccc1OC
i | 0.89 | Cc1ccc(C(=O)c2cncc(Br)c2)cc1
i | 0.04 | CCn1c(CNC(=O)Cc2ccc(OC)cc2)nnc1SCC(=O)Nc1nccs1
i | 1.23 | CC1(C)C2CCC1(CS(=O)(=O)NCc1ccc(C(=O)O)cc1)C(=O)C2 (stereo not drawn)
i | 0.12 | CCOC(=O)/C(N=Nc1c(C)n(C)n(-c2ccccc2)c1=O)=C(/O)c1ccccc1
i | 1.18 | Cc1ccc(C)c(S(=O)(=O)N2CCC(c3nc4c(nnn4Cc4ccc5c(c4)OCCO5)c(=O)[nH]3)CC2)c1
i | 0.24 | CC(=O)c1cccc(N(C(=O)c2cnccn2)C(C(=O)NCc2ccccc2)c2ccco2)c1 (stereo not drawn)
i | -0.59 | COc1ccc(CN(C(=S)Nc2ccccc2)C2CC(=O)N(c3ccccc3)C2=O)cc1 (stereo not drawn)
-5.82* | 0.01 | COc1c(CC=C(C)C)cc(C2CC(=O)c3c(O)cc(O)cc3O2)c(CC=C(C)C)c1O (stereo not drawn)
i | -1.91 | CN(C)c1ccc(-c2nnn(Cc3ccccc3Br)n2)cc1
i | 2 | CC(C)c1nnc(NC(=O)CCC(=O)NC2CC2)s1
i | -1.28 | CCCN(CCC)c1nc(NC2CCN(C(=O)OCC)CC2)nc(OC)n1
i | -0.26 | COc1ccc(CN2C(=O)c3ccccc3C(/C=N\OCc3ccc(C)cc3)C2=O)cc1 (stereo not drawn)
i | 1.02 | O=c1c2c(nc3c(-c4ccc(Cl)cc4)c[nH]n13)CCC2
i | 0.6 | CCN1CCN(c2cc(C)c3cc(NC(=S)N4CCCC(C)C4)ccc3n2)CC1 (stereo not drawn)
i | 0.41 | CCSc1nnc(-c2ccc(Cl)cc2)c2ccccc12
i | -1.8 | Cc1ccc(N2C(=O)[C@@H]3C(C(=O)CCN4C(=O)c5ccccc5C4=O)=NN[C@@H]3C2=O)cc1
i | -5.05* | Cc1ccc(C(=O)N2CCCC(C(=O)c3cc(F)ccc3F)C2)s1 (stereo not drawn)
i | -0.32 | COc1ccc(C(=O)OC(C)C(=O)NC2CCCCC2C)cc1S(=O)(=O)N1CCOCC1 (stereo not drawn)
i | 1.34 | COc1ccccc1NC(=O)NCCN1CCN(C(=O)Nc2ccccc2OC)CC1
i | 1.49 | N#Cc1ccc2[nH]cc(CCO)c2c1
i | -2.89 | COc1ccc(-c2cc(C(=O)N(C)CC(=O)Nc3cccc(F)c3)c3ccccc3n2)cc1
i | -1.99 | Cc1ccc(NC(=O)CCS(=O)(=O)c2cccc3nonc23)cc1Cl
i | 0.15 | CN=C1S/C(=C/c2cn(CC(=O)OC)c3ccccc23)C(=O)N1C
i | -0.3 | CCO[C@@H]1OC(C(=O)N2CCN(Cc3ccc4c(c3)OCO4)CC2)=C[C@H](C2CCCCC2)[C@H]1CCCO
i | 1.09 | CCOC(=O)c1ccc(NC(=O)COc2ccccc2CNCCO)cc1
i | 0.02 | Cc1cccc(Cc2cnc(NC(=O)CN3C(=O)/C(=C/c4ccccc4)SC3=S)s2)c1
i | -0.63 | COc1ccc(CN2C(=O)C3C4C=CC(C4)C3C2=O)cc1 (stereo not drawn)
i | -0.06 | Cc1ccc(N(C)C(=O)CC(C)S(=O)(=O)c2ccc3c(c2)NC(=O)CO3)cc1 (stereo not drawn)
i | -0.73 | COC(=O)C1=C[C@@H](C(=O)OC)C2C3=C(C(=O)C24CCCCC4)[C@H](C)n2c(=O)n(C)c(=O)n2[C@@H]3C1 (stereo partly drawn)
i | 0.21 | O=C(Nc1ccc(N2CCOCC2)c(Cl)c1)c1ccc(F)cc1
i | -1.35 | Cc1oc(C)c(C(=O)Nc2ccc(CC(=O)O)cc2)c1C(=O)Nc1ccc(CC(=O)O)cc1
i | 1.61 | O=C1Nc2ccc(Br)cc2C1(O)c1ccc(F)cc1 (stereo not drawn)
i | -0.79 | CN1CCN(C(=O)/C(=C\c2cccs2)NC(=O)c2ccco2)CC1
i | -2.21 | CCCCc1c(O)nc(SCC(=O)Nc2ccc3c(c2)CCC3)[nH]c1=O
i | 0.26 | COc1ccc(CNC(=O)Cn2nc([N+](=O)[O-])cc2C)cc1
i | -0.48 | COc1ccc(CCNS(=O)(=O)c2ccc3c(c2)NC(=O)CS3)cc1OC
i | 1.23 | COc1ccc(-c2csc(NC(=O)c3nc(-c4ccccc4)oc3C)n2)cc1

# Screening results from PubChem BioAssay.
